KCNH2 WT inh: KCNH2 (human, wildtype) channel inhibition. Q12809. U2OS, BacMam KCNH2, thallium flux FluxOr; stronger effect = lower value. activity change, % at 1.84 µM. 0.37% of 340,000 active;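 active = maximum activity change below -70%; inconclusive = maximum activity change between -70% and -50%; inactive = maximum activity change above -50%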; also: % is scaled to controls: 0 for no effect and ±100 for the full control effect
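U2OS cells transduced with wild-type KCNH2 virus are loaded with FluxOr dye for 45 min, and thallium flux is measured in kinetic reads before and after stimulation buffer. Rate constants are normalized to DMSO controls.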
Giardia killer: kills Giardia lamblia; Giardia lamblia trophozoite viability; activity change, % at 7.66 µM, hits read low; 0.15% of 340,000 active; AID 540267; in the data active = activity change below about -80%; inconclusive = between about -30% and that limit;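 also: parasites exposed to compound for two days anaerobically before the ATP read; % is scaled to controls: 0 for no effect and ±100 for the full control effect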
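Giardia trophozoites, 100 cells per well, were exposed to compounds for 48 hrs at 37 deg C under anaerobic conditions; viability was then read as ATP content by bioluminescence after 15-30 min at room temperature.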
GALK inhibitor: inhibitors of human galactokinase | Purified GALK, Kinase-Glo residual ATP luminescence | 0.007% of 270,000 active | Potency, µM (titrated, usually from 57.5 µM), for inactives: top-dose activity change, negative = inhibition, usual class: inhibitors | P51570 | AID 1868; also: potency is read from the fitted curve at half-maximal effect; % is scaled to controls: 0 for no effect and ±100 for the full control effect
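Luminescence from leftover ATP (Ultra-Glo luciferase/luciferin) served as read-out after a 1 h room-temperature reaction of 5 nM GALK with 35 uM ATP and 100 uM galactose.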
CXXC DNA block: inhibitors of human MLL CXXC domain-DNA interaction. Q03164. MLL-CXXC / FITC-HOXA9 DNA fluorescence polarization. 0.037% of 290,000 active. Potency, µM (series often up to 115 µM), inactives show at the highest dose activity change, negative = inhibition, hits mostly inhibitors; active = well fitted inhibition curve with a large enough effect in the polarisation, with a control signal flat, not every such curve was filed as active; inconclusive = small, poorly fitted or top-dose-only effect, or effect the other way, or a change in a side signal; inactive = no such curve, though single readings can be large or run the other way; the % refers to the polarisation; also: potency is read from the fitted curve at half-maximal effect
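Steps: dispense CXXC domain solution (7 uM) → pin compounds or unlabeled HOX-A9 DNA control → 5 min ambient → add FLSN-HOX-A9 solution (50 nM) → spin → 30 min ambient → fluorescence polarization. Tris pH 7.5/NaCl/DTT/BSA buffer.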
B2AR arrestin: agonists driving beta-arrestin recruitment to human beta2-adrenergic receptor; Potency, µM (doses to about 46.1 µM), for the others: top-dose activation, hits mostly activators; beta-arrestin recruitment to beta2AR, cell-based reporter; 0.02% of 330,000 active;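 also: potency is read from the fitted curve at half-maximal effect; 0% = DMSO controls and full agonism = EC100 isoproterenol or metaproterenol; nearly all actives have a fitted effect of over 65% in size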
PKM2 act: increases activity of human pyruvate kinase M2; Potency, µM (series often up to 57.5 µM), inactives show at the top dose activation, actives largely listed as activators; P14618; purified PKM2, Kinase-Glo ATP luminescence, activation; response scale: 0% is enzyme alone, no compound; AID 1631; 0.34% of 260,000 active; also: potency is read from the fitted curve at half-maximal effect; % is scaled to controls: 0 for no effect and ±100 for the full control effect; nearly all actives have a fitted effect of over 55% in size
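hPK-M2, >95% pure; 0.1 mM ADP / 0.5 mM PEP final; imidazole pH7.2 buffer w/ 7 mM MgCl2, 50 mM KCl; 1 h RT; Kinase-Glo lum. Intermediate enzyme activity for dual inhibitor/activator qHTS.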
FBPA coupling cs: inhibits coupling enzyme system, counter-screen for aldolase hits. activity change, negative = inhibition, % at 58.2 µM, hits read low. 0.67% of 290,000 active. coupling enzyme system counterscreen, AmpLite Red fluorescence; in the data active = activity change below about -30%; also: % is scaled to controls: 0 for no effect and ±100 for the full control effect
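Counterscreen of the coupled detection system alone, without aldolase: glyceraldehyde-3-phosphate coupling enzymes plus AmpLite Red readout. Compounds at 57.5 uM final, 10 min RT preincubation, 20 min RT reaction, fluorescence 525/598 nm.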
TRPV1 agonist: human TRPV1 agonism; Q8NER1; AID 540275; 0.19% of 320,000 active; TRPV1-expressing cells, Fluo-8 calcium influx, agonist mode; activation, % at 8.33 µM; in the data active = activation above about 80%; inconclusive = between about 30% and that limit; also: 0% is about no effect
Target sequence (Q8NER1 whole entry, looked up): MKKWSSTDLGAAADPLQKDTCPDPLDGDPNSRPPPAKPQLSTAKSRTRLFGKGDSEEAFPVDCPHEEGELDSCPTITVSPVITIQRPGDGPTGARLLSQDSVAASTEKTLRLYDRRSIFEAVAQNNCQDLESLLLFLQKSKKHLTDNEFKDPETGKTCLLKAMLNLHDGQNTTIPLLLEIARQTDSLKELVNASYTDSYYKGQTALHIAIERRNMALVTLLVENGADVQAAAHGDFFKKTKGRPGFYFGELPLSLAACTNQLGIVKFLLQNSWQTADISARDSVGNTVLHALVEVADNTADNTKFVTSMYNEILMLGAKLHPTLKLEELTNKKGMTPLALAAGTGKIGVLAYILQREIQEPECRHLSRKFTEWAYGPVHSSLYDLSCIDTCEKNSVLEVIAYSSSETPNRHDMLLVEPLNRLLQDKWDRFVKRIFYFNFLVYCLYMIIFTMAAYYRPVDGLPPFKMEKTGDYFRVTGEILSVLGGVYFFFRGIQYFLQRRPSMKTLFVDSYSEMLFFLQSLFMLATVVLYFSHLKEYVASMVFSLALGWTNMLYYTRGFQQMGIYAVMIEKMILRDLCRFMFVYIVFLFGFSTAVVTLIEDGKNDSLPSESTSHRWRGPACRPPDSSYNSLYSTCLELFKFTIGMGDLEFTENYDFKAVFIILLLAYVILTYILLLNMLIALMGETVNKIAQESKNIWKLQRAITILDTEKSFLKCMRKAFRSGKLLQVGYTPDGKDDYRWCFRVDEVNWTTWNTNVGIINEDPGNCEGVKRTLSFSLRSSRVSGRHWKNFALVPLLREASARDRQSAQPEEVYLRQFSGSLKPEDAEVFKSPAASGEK
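Fluo-8 calcium influx in TRPV1-expressing cells, kinetic read (ex 480/em 520 nm). Compound added and read 3 min for agonist activity, followed by capsaicin at EC20 final and 2 min further read for enhancement.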
USP2a inh: USP2a (human) protease inhibition | O75604 | USP2 core, Ub-CHOP2 coupled fluorogenic reporter, 485/531 | Potency, µM (highest dose often 38.3 µM), inactives show at the top dose activity change, negative = inhibition, actives largely listed as inhibitors | 0.01% of 330,000 active | AID 463254;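 also: potency is read from the fitted curve at half-maximal effect; plate controls were DMSO wells for no effect and full inhibition by NEM control for full effect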
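USP2 core (10nM final) preincubated 30min RT with compound in 20mM Tris-HCl pH 8.0, 2mM CaCl2, 2mM beta-mercaptoethanol, 0.05% CHAPS; 25nM Ub-CHOP2 plus 25nM reporter substrate added, fluorescence (Ex485/Em531) read after 60min.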
KCNH2 3.1 block: inhibitors of human KCNH2 3.1 potassium channel isoform. U2OS KCNH2 3.1, thallium flux FluxOr; stronger effect = lower value. activity change, % (tested at about 1.8 µM). 0.95% of 340,000 active;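 active = maximum activity change below -70%; inconclusive = maximum activity change from -70% to -50%; inactive = maximum activity change above -50%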;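 also: thallium influx rate constant from kinetic fluorescence after stimulation buffer; % is scaled to controls: 0 for no effect and ±100 for the full control effect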
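Kinetic fluorescence (2 min after stimulation buffer) measures Tl+ influx through KCNH2 3.1 expressed by viral transduction in U2OS cells; the rate constant is normalized against DMSO controls serving as positive and negative references.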
Menin MLL FP TR: displaces Texas Red mutant MLL peptide from human menin; O00255; Menin + Texas Red MLL mutant peptide, fluorescence polarization; Potency, µM (top dose mostly 61.6 µM), for the others: at the top dose FP activity change, negative = inhibition, hits mostly inhibitors; 0.23% of 270,000 active; AID 1768; active = well fitted inhibition curve with a large enough effect in the polarisation, with a control signal flat, not every such curve was filed as active; inconclusive = small, poorly fitted or top-dose-only effect, or effect the other way, or a change in a side signal; inactive = no such curve, though single readings can be large or run the other way; the % refers to the polarisation; also: potency is read from the fitted curve at half-maximal effect; % of control where 0% means no effect; many of its hits are not listed in these tables
Active calls of the source: *; ? = inconclusive; · = no result given; & = joins results of further samples; [ ] = another dose, or the depositor's remark. Unless noted, calls follow the shape of the dose curve; as a rule, active = well fitted curve in the direction sought with a large enough effect; inconclusive = small, poorly fitted or top-dose-only effect, or another doubt; inactive = no such curve, though single readings can be large; an effect the other way counts as inactive or inconclusive.

Start of the data: the first 4 records as a preview:
SMILES | KCNH2 WT inh | Giardia killer | GALK inhibitor | CXXC DNA block | B2AR arrestin | PKM2 act | FBPA coupling cs | TRPV1 agonist | USP2a inh | KCNH2 3.1 block | Menin MLL FP TR
Cc1ccc(NC(=O)CSc2nnc(-c3cc(C)on3)o2)cc1 | 10 | 6 | 4% | -2% | 0.4% | · | 2 | 4 | 3% | -5 | -8%
CCOc1ccc(-n2nc3ccc(NC(=O)c4ccc5c(c4)OCCO5)cc3n2)cc1 | -8 | -4 | -3% | 9% | -1.3% | -13% | -1 | -1 | 1% | 1 | -5%
C=CCC(C(=O)OC)(C(=O)OC)c1ccccc1[N+](=O)[O-] | 41 | -16 | -1% | 9% | -0.2% | 0% | -7 | 0 | 0% | 4 | 0%
COCCn1cnc2c1c(=O)[nH]c(=O)n2Cc1ccccc1 | -2 | 14 | · | 0% | 0.3% | · | 2 | -7 | 0% | -4 | 17%

This part in full (from the top)
SMILES | KCNH2 WT inh | Giardia killer | GALK inhibitor | CXXC DNA block | B2AR arrestin | PKM2 act | FBPA coupling cs | TRPV1 agonist | USP2a inh | KCNH2 3.1 block | Menin MLL FP TR
Cc1ccc(NC(=O)CSc2nnc(-c3cc(C)on3)o2)cc1 | 10 | 6 | 4% | -2% | 0.4% | · | 2 | 4 | 3% | -5 | -8%
CCOc1ccc(-n2nc3ccc(NC(=O)c4ccc5c(c4)OCCO5)cc3n2)cc1 | -8 | -4 | -3% | 9% | -1.3% | -13% | -1 | -1 | 1% | 1 | -5%
C=CCC(C(=O)OC)(C(=O)OC)c1ccccc1[N+](=O)[O-] | 41 | -16 | -1% | 9% | -0.2% | 0% | -7 | 0 | 0% | 4 | 0%
COCCn1cnc2c1c(=O)[nH]c(=O)n2Cc1ccccc1 | -2 | 14 | · | 0% | 0.3% | · | 2 | -7 | 0% | -4 | 17%
O=C(CNC(=O)Cn1ccc2ccccc2c1=O)NCCCN1CCCCCC1 | 1 | 28 | -3% | 3% | -0.3% | 4% | 2 | 1 | 2% | 1 | -25%
Cc1ccc(NC(=O)CC2S/C(=N/N=C3/NC(=O)CS3)NC2=O)cc1 (stereo not given) | -8 | 9 | 13% | 4% | -0.3% | 0% | 2 | -1 | 1% | -6 | 13%
CC(=O)c1cccc(NC(=O)CC2S/C(=N/N=C/c3ccccc3)NC2=O)c1 (stereo not given) | · | -7 | -10% | 20% | 0.1% | 1% | 1 | -1 | -1% | 1 | ?
CC(C)C[C@H]1CN=C(Nc2ccccc2)N1CCCC1CCCC1 | -92* | 7 | · | 39%[activator] | -0.8% | -4% | 4 | -3 | 0% | 11 | ?
C[C@@H](C(=O)Nc1ccc2c(c1)OCCO2)n1nnc2ccccc2c1=O | -6 | -14 | -4% | 2% | -0.2% | · | 0 | 0 | 3% | 15 | 2%
CCCCn1c(N)c(N(CC(C)C)C(=O)c2cc(C)nc3ccccc23)c(=O)[nH]c1=O | 1 | 6 | · | · | 3.0% | · | · | 4 | 0% | 1 | ·
COc1cccc(NC(=O)CCC2CCN(C(=O)C3CC=CCC3)CC2)c1 (stereo not given) | -9 | ? | -8% | 10% | 0.5% | · | · | 16 | 3% | -11 | ·
CCOc1ccc(CCNC(=O)Cc2ccc(NC3=NC4CS(=O)(=O)CC4S3)cc2)cc1OCC (stereo not given) | 13 | 9 | 2% | 3% | 0.2% | · | · | 3 | 4% | 2 | ·
Cc1cc(C)n2nc(C(=O)N/N=C/C=C/c3ccccc3)nc2n1 | -2 | 1 | 3% | -15% | -1.3% | 2% | -6 | -4 | 1% | 29 | ·
C/C(=N\NC(N)=S)c1cccnc1 | -2 | 1 | -1% | -9% | 0.4% | 1% | 2 | 1 | -1% | 25 | ·
COc1cc(CNCCCN2CCOCC2)c(Br)cc1OC(C)C | -4 | 16 | -2% | -7% | 0.4% | -1% | -1 | 0 | 5% | -4 | 0%
CN(C)CCCn1c(NCc2ccc3c(c2)OCO3)nc2ccccc21 | 30 | -4 | 0% | -5% | -0.5% | -1% | 1 | -9 | 0% | 6 | -5%
O=C(Nc1cccc2ccccc12)N1CCN(c2ccc(F)cc2)CC1 | 4 | 18 | 0% | 10% | -0.2% | ? | 2 | ? | 2% | -11 | 25%
Cc1ccc2cc(/C=N/NC(=O)c3ccc(F)cc3)c(Cl)nc2c1 | 4 | -1 | -1% | 23% | 0.3% | -12% | 0 | ? | 1% | 2 | 15%
Cc1nc(NC(=O)c2cccc(Cl)c2)sc1-c1csc(Nc2cccc(Cl)c2)n1 | · | · | 2% | -2% | -1.1% | 0% | 2 | -2 | 1% | · | ?
N#CCSc1nc2ccccc2c(=O)n1CCCC(=O)NCc1ccco1 | 1 | -1 | 0% | 3% | -0.2% | -2% | 6 | 2 | -1% | 12 | 0%
COC(=O)C1=C(C)N(Cc2ccc(OC)c(OC)c2)C(=O)C1 | 4 | 15 | 3% | -16% | 0.0% | 3% | -14 | -1 | 1% | 2 | 0%
CCOC(=O)C(=O)C1C(=O)Nc2ccccc21 (stereo not given) | 8 | 2 | 3% | 1% | -0.9% | 13% | -3 | -1 | 2% | 2 | 13%
O=C1c2ccccc2C(Nc2ccc(F)cc2F)N1CCN1CCOCC1 (stereo not given) | 6 | 10 | 0% | 0% | 0.4% | -1% | 2 | 23 | 0% | 3 | 4%
CC(=O)OCC1OC(c2ccccc2)C(OC(C)=O)C(OC(C)=O)C1OC(C)=O (stereo not given) | -6 | -6 | 3% | -2% | -0.2% | -13% | 2 | 15 | 0% | -13 | -11%
O=[N+]([O-])c1cccc(C2Nc3cccc4cccc(c34)N2)c1 | 3 | 5 | -4% | 19% | -0.1% | 14% | -20 | 3 | -1% | 3 | ?
Continuation:
SMILES | KCNH2 WT inh | Giardia killer | GALK inhibitor | CXXC DNA block | B2AR arrestin | PKM2 act | FBPA coupling cs | TRPV1 agonist | USP2a inh | KCNH2 3.1 block | Menin MLL FP TR
CC(=O)OC1CC[C@@]2(C)C(CCC3C2CC(=O)[C@@]2(C)C3CC3CC(C)=CC(=O)C32)C1 (stereo not given in full) | -4 | -11 | -1% | -7% | 0.4% | 4% | -2 | 0 | 2% | -6 | ?
COc1ccc(-n2nnnc2SCC(=O)Nc2nnn(C)n2)cc1 | -18 | 3 | 1% | -25% | 0.6% | -13% | 0 | 0 | 2% | -2 | 1%
O=C(NC(=S)N1CCCCC1c1cccnc1)c1ccccc1 (stereo not given) | -14 | 3 | · | -11% | -0.1% | -10% | -3 | -2 | -1% | 4 | -3%
CCOC(=O)c1ccc(COC(=O)CNC(=O)CNC(=O)c2ccc(OC)cc2)o1 | -2 | 28 | -4% | 1% | -0.1% | 1% | 4 | 0 | 2% | -5 | -1%
O=C(c1cc2cc(Cl)ccc2o1)N1CCCC1 | -3 | 14 | 8% | -1% | -0.9% | -3% | -1 | 0 | 5% | -6 | -7%
CC1=C[C@H](C)[C@H](c2c(F)cccc2Cl)CC1=O | 5 | -1&1 | · | -1% | -0.7% | 0% | 1&0 | -1 | 2% | 27 | -3%&-19%
O=C(CSc1nnc(CNC(=O)c2ccco2)o1)Nc1cccc(Cl)c1 | 0 | -4 | -3% | -7% | -0.3% | · | -1 | 0 | -1% | -7 | 8%
CC(C)CCc1noc(CN(C)CCC2CCOCC2)n1 | -11 | -1 | 5% | -4% | -0.1% | 0% | 2 | 7 | -1% | -12 | ·
CC(C)N1C(=O)CCC1C(=O)O (stereo not given) | 0 | -5 | · | 1% | -0.4% | -11% | 0 | -4 | 6% | 10 | -7%
Cn1c(CCNC(=O)C(C)(C)C)nc2ccccc21 | -3 | 8 | 0% | 1% | -1.8% | 0% | 1 | 0 | -1% | 1 | -11%
COc1ccc(N2CCN(Cc3nnnn3C3CCCCC3)CC2)cc1 | -2 | 9 | -1% | -2% | -0.2% | 0% | 7 | 5 | 1% | 7 | -30%
CC(O)Cc1cn([C@@H](CCCCNC(=O)OC(C)(C)C)C(=O)N2CCN(C(=O)OC(C)(C)C)CC2)nn1 (stereo not given in full) | 1 | ? | 7% | -19% | 0.0% | -2% | 0 | 1 | -1% | -1 | 0%
COc1cc(C(=O)N2CCN(C(=O)c3ccco3)CC2)c([N+](=O)[O-])cc1OC | -5 | -7 | 0% | 0% | -1.0% | 4% | 0 | 2 | -2% | 15 | -4%
CCc1cccc(C)c1NC(=O)CCCn1c(=O)c2cccn2c2cccnc21 | -3 | -9 | -3% | 15% | 0.2% | · | · | 2 | 3% | 2 | ·

Compound activity deposited in PubChem by National Center for Advancing Translational Sciences (NCATS).

This is a subset; count on the stated rates, not on these rows.
